# Source: PubChem
# EP2 antag – EP2 receptor (human) inhibition. P43116. C6 glioma cells expressing human EP2, cAMP TR-FRET; cells stimulated with saturating PGE2. inhibition, % at 25 µM. 0.52% of 260,000 active;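 active means percent inhibition above 40 after rounding to a whole number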;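 further: rat C6 glioma host cells with rolipram phosphodiesterase inhibitor present; the protocol text gives 20 µM as final concentration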
# Target sequence (P43116 whole entry, looked up): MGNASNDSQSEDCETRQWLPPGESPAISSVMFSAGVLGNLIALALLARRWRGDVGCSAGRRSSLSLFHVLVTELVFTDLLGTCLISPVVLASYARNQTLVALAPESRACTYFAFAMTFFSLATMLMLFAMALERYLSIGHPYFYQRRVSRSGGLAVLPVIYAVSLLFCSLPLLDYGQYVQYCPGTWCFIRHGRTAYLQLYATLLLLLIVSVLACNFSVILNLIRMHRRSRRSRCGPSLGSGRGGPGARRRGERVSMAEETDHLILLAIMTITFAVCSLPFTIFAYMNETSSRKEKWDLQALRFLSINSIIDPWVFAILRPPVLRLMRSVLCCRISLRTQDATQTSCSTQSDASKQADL
# * = called active by the depositor. This is a subset; count on the stated rates, not on these rows.
SMILES,EP2 antag
CCOc1ccc(OCC)c(NC(=O)CSc2nc3ccc(OC)cc3cc2C#N)c1,14
CCOC(=O)C1=C(C)N(CCCC(=O)O)C(=O)NC1c1ccccc1OC(=O)c1cccs1 (configuration not stated),-2
Cc1cccc(CC(=O)N2CCc3c(nc(N4CCCC4)[nH]c3=O)C2)c1,5
CCN(CC)C(=O)N(Cc1ccc(OC)cc1)Cc1cc2ccc(C)cc2n2nnnc12,4
Cc1sc2ncn(C(C)C(=O)O)c(=O)c2c1-c1ccc(Cl)cc1 (configuration not stated),24
Cn1c(C[C@@H](O)c2nc3ccccc3n2C)nc2ccccc21,10
O=C(COc1ccc(S(=O)(=O)N2CCCC2)cc1)N1CCCC1,7
O=C(Nc1ccccc1N1CCCCC1)c1cccnc1,12
C=CCNC(=O)c1c(NC(C)=O)sc2c1CCCC2,13
COCCn1nnnc1C(c1ccc(Cl)cc1)N1CCN2CCCC2C1 (configuration not stated),6
COc1ccc(NC(=O)CSc2nc(-c3ccccc3)cc(C(F)(F)F)n2)cc1OC,9
COCCSc1nnc(NC(=O)c2ccc(C)c(C)c2)s1,8
CCc1nc(SCC(=O)Nc2nnc(C)s2)c2c(C)c(C)sc2n1,22
CC[C@H](Cn1nc(-c2ccoc2C)oc1=O)NC(=O)C1CCCCC1,6
COc1cccc(C(=O)Nc2ccc(N3CCN(C(=O)C(C)C)CC3)cc2)c1,5
COc1ccc(-c2csc(NC(CO)c3nc4ccccc4n3CCCO)n2)cc1 (configuration not stated),6
O=c1oc2ccccc2n1CCOc1ccc2ccccc2c1,3
CCOC(=O)Cn1nnnc1CN(Cc1ccccc1)Cc1cc2cc(C)ccc2[nH]c1=O,4
COC(=O)C1=C(C)NC2=C(C(=O)CC(c3ccc(OC)c(OC)c3)C2)C1c1ccc(O)cc1 (configuration not stated),10
CCOC(=O)C1=C(C)N(CCOC)C(=O)/C1=C\c1ccccc1OCC,14
Cc1nn(CCC(=O)N2CCCc3c(Cl)cc(Cl)c(O)c32)c(C)c1C,7
Cc1ccc(NC(=O)CSc2nc3c(C)ccc(C)c3cc2C#N)cc1C,11
CCOCCCNC(=S)N1CCC(NC(=O)c2ccc(C)cc2)CC1,0
Cc1cccnc1NC(=O)CCC(=O)O,20
CN(C)CCN(Cc1cc2cc3c(cc2[nH]c1=O)OCCO3)C(=O)Nc1ccccc1Cl,11
CC1(C)c2ssc(=S)c2-c2ccccc2N1C(=O)Cc1ccc(F)cc1,14
Cn1c(CN2CCOCC2)nnc1SCC(=O)Nc1ccc2c(c1)OCO2,7
O=C(O)COCC(=O)NNC(=O)c1ccncc1,10
O=C(c1ccco1)N1CCC[C@@H]1Cn1nc(-c2cccs2)ccc1=O,2
COc1ccc(-c2nc3c(s2)CCc2onc(-c4ccc(Br)cc4)c2-3)cc1,10
CC12CN3CC(C)(CN(C1)C3c1ccccc1F)C2O (configuration not stated),14
Cn1c2ccccc2n2c(=O)n(CC(=O)N3CCNC(=O)C3(C)C)nc12,7
COc1cccc(/C(O)=C2/C(=O)C(=O)N(CCN(C)C)C2c2cccnc2)c1 (configuration not stated),8
CCC(c1nnnn1C1CCCCC1)N(Cc1cc2cc(C)cc(C)c2[nH]c1=O)C1CCCC1 (configuration not stated),8
O=C(c1ccc(Cl)c(S(=O)(=O)N2CCOCC2)c1)N1CCCC1,15
COc1ccc(C(C(=O)NC2CCCC2)N(C(=O)c2ccco2)C2CCCC2)cc1OC (configuration not stated),5
CCc1cc2cc3c(cc2nc1SCC(=O)N1CC(=O)Nc2ccccc21)OCO3,16
O=C(CN1CCC(c2nc(-c3ccncc3)n[nH]2)CC1)Nc1ccc2c(c1)OCCO2,4
CCc1ccc(N(CC(=O)NC(C)(C)CC)C(=O)CCC(=O)Nc2nccs2)cc1,13
Cc1cc(N2CCOCC2)c2ccccc2n1,11
COc1cc(C2C(C(=O)c3ccco3)=C(O)C(=O)N2Cc2ccccc2)ccc1O (configuration not stated),14
CCc1nc(SCC(=O)Nc2ccccc2C(F)(F)F)c2c(C)c(C)sc2n1,17
O=C(O)CCC(=O)C(=O)O (tested in a mixture with another compound),11
CC(C)(C)NC(=O)c1cc(-c2ccccc2)on1,15
O=C(CSc1nnc2c(n1)[nH]c1ccccc12)Nc1cccc(Cl)c1,14
COC(=O)c1c(NC(=O)c2ccc(OC)cc2)sc(C(=O)Nc2cccc(OC)c2)c1C,11
Cc1n(CCC(=O)O)c2cc(Cl)c(Cl)cc2[n+]1C,12
COC(=O)c1c(NC(=O)Cc2cccs2)sc(C(=O)Nc2ccccc2C)c1C,7
O=c1[nH]c(CSc2ccc(Cl)cc2)nc2ccccc12,7
COc1ccc(C)cc1NS(=O)(=O)c1ccc2c(c1)OCCO2,8
O=C1OCc2ccc(NC(=O)c3cccc4ccccc34)cc21,13
S=c1nc2[nH]c3ccc(Cl)cc3c2n[nH]1,15
COc1ccc(N(Cc2cc3cc(C)ccc3[nH]c2=O)C(=O)c2cccnc2)cc1,4
O=C1CCC[C@H]2c3[nH]c4ccccc4c3CCN12,10
CC(C)(C)NC(=O)CN(C(=O)CCC(=O)Nc1nccs1)c1ccc2c(c1)OCCO2,12
O=C1NC(=O)C(Cc2ccc(Cl)cc2)S1 (configuration not stated),9
O=C(Nc1ccc(F)c(Cl)c1)C1CC(=O)n2ncnc2N1 (configuration not stated),8
Cn1c(=O)c2c(nc(N3CCOCC3)n2Cc2cccc3ccccc23)n(C)c1=O,8
CC1CCN(CCC(=O)Nc2ccccc2Cl)CC1,11
COCCN(C(=O)c1csnn1)C(C(=O)NC(C)(C)C)c1c(F)cccc1Cl (configuration not stated),14

# (more compounds)
SMILES,EP2 antag
CC(=O)c1sc2nc(-c3ccc4c(c3)OCO4)cc(C(F)(F)F)c2c1N,18
COc1ccc(N(Cc2cc(=O)[nH]c3ccccc23)C(=O)CCC(=O)O)cc1,10
CCSC[C@@H](N)C(=O)O,13
O=C1NC(CC(=O)N2C[C@H](C(=O)O)[C@@H](c3ccc(F)cc3)C2)c2ccccc21 (some centres not stated),7
COc1ccc(N2CC(C(=O)Nc3cccc(OC(C)C)c3)CC2=O)cc1 (configuration not stated),18
NNC(=O)CCc1ccc2ccc3ccccc3c2c1,15
CC(=O)NNC(=O)CSc1ncnc2sc3c(c12)CCCC3,7
Nc1cc(-c2cccs2)nn(CC(=O)N2CCN(c3ccc(F)cc3)CC2)c1=O,12
O=C(Nc1ccccc1)NC1CCNCC1,16
O=C(Nc1ccccc1)[C@@H]1CC=C[C@@H]2CCN(Cc3ccc(Cl)c(Cl)c3)C(=O)[C@@H]21,8
Cc1cccc2cc(CN(CCN(C)C)C(=S)NCCCN3CCOCC3)c(=O)[nH]c12,8
Cc1ccc2cc(CN(Cc3nnnn3CCc3ccccc3)C3CCCCC3)c(=O)[nH]c2c1C,9
O=C1[C@H]2[C@H](C=CC[C@H]2C(=O)N2CCOCC2)CCN1Cc1ccccc1,22
CC1=C(C#N)c2nc(N)c(C#N)c(C)c2/C1=C\c1ccc(Cl)cc1,33
CC1CCCN(C(=O)CSc2nnc(-c3cccnc3)n2-c2ccccc2)C1 (configuration not stated),11
CCc1ccc(OCCCC(=O)Nc2nnc(C(C)C)s2)cc1,8
COc1cc(C)c(CNC(=O)c2c(-c3ccncc3)noc2C)cc1C(C)C,2
Cc1ccc2[nH]c(=O)c(CN(Cc3ccc4c(c3)OCO4)C(=O)NCc3ccccc3)cc2c1,4
C=CCNC(=O)C1CCN(S(=O)(=O)c2ccc(OC)c(C)c2)CC1,5
O=C(NC1CCCCC1)N(CCc1ccccc1)Cc1cc2cc3c(cc2[nH]c1=O)OCCO3,9
C[C@H]1CCC[C@]2(O[C@@H](CCO)C[C@@H](O)[C@@H]2O)O1,-2
COc1ccc(C2=NOC(C3(S(=O)(=O)c4ccccc4)CC(O)C3)C2)cc1 (configuration not stated),11
CCC(CN1CCCCC1)NC(=O)Cc1sc(C)nc1-c1ccc(C)cc1 (configuration not stated),5
COc1ccc(OC)c(-c2[nH]nc3c2C(c2ccc(C(C)C)cc2)C(C#N)=C(N)O3)c1 (configuration not stated),11
CCOC(=O)CSc1nnc(COc2ccccc2C)n1CC,21
O=C(O)Cc1cc(I)c(Oc2cc(I)c(O)c(I)c2)c(I)c1,7
COc1cc(NS(C)(=O)=O)ccc1Cc1c2ccccc2nc2ccccc12,8
COC(=O)CSc1nnc(-c2ccccc2Br)o1,11
O=C1NC2=C(C(=O)N(CCN3CCCC3)C2)C(c2cccc(F)c2)N1 (configuration not stated),5
C=CCN(CC(=O)NC1CCCCC1)C(=O)c1ccc(C)s1,8
COc1ccc(C2CCN(C(=O)Cc3ccc4c(c3)OCO4)CC2)cc1,7
CCn1c(C)[n+](CC(O)COc2ccc(C(C)C)cc2)c2ccccc21 (configuration not stated),9
COc1ccc(OC)c(C2NC(=O)C(C#N)=C(S)N2c2ccccc2)c1 (configuration not stated),9
O=C(NCCc1nc(-c2cccnc2)n[nH]1)C1(c2ccccc2)CC1,1
Cc1ccc2cc(C(c3nnnn3Cc3ccccc3)N3c4ccccc4CC3C)c(=O)[nH]c2c1C (configuration not stated),7
Cc1cc(C)c2[nH]c(=O)c(C(c3nnnn3C3CCCC3)N3CCN(C)CC3)cc2c1 (configuration not stated),15
CCO[C@@H]1OC(C(N)=O)=C[C@H](C(C)(C)C)[C@H]1CCCO,14
CCCC(=O)Nc1nc(SCC)ns1,8
O=S(=O)(NCC1CCCO1)c1ccc(Cl)c2ccccc12 (configuration not stated),4
O=S(=O)(NCc1ccc2c(c1)OCO2)c1ccc(S(=O)(=O)NC2CCCCC2)cc1,12
CCCSc1nnc2n(Cc3ccccc3)c(=O)c3c4c(sc3n12)CCCC4,9
O=C(CSc1nc(C2CC2)nc2sc3c(c12)CCCC3)N1CCCC1,16
Nc1ccccc1C(=O)CC(N)C(=O)O (configuration not stated),18
O=C(Cn1cnc2ccccc2c1=O)Nc1nccs1,4
CCOCc1nnc(NC(=O)C(C)(C)C)s1,9
COc1ccc(-n2c(CSc3nc(C)cc(C)n3)nnc2SCC(=O)N2CCCCC2C)cc1 (configuration not stated),10
COc1ccc(C(=O)N2CCC(C(=O)N3CCN(c4ccc(OC)cc4)CC3)CC2)cc1,15
CCC(C(=O)N1CCC(O)(c2ccccn2)CC1)c1ccccc1 (configuration not stated),4
COc1ccc(Cl)cc1NC(=O)C1=C(C)NC(=S)NC1c1ccc(Cl)cc1 (configuration not stated),30
O=[N+]([O-])c1ccc(C2=Nn3c(nnc3-c3ccc(Cl)cc3)SC2)o1,73*
CCOC(=O)Cc1csc(NC(=O)C(C)Oc2ccc(Cl)cc2Cl)n1 (configuration not stated),9
Cc1ccc(S(=O)(=O)N2CCCC(C(=O)NC3CCCC3)C2)cc1 (configuration not stated),8
CCOC(=O)c1c(NC(=O)c2cc3ccccc3oc2=O)sc2c1CCN(C)C2,7
CC1(c2nnc(-c3ccncc3)o2)CC(c2cccnc2)=NO1 (configuration not stated),6
CCOC(=O)C1=C(C)OC(N)=C(C#N)C1c1cc(OC)c(OC)cc1Br (configuration not stated),7
CCCn1c(=N)c(C#N)cc2c(=O)n3cc(C)ccc3nc21,10
CC(C)(C)c1nc2ccccc2c2nn(CC(=O)N3CCCC3)c(=O)n12,9
CCCc1cc(CNC(=O)C2(C)CC(c3ccccc3)=NO2)on1 (configuration not stated),11
Cc1nc(NC(=O)CSc2nc(COc3ccccc3)nc3ccccc23)sc1C,8
CCOc1cccc(/C(O)=C2/C(=O)C(=O)N(Cc3cccnc3)C2c2cccnc2)c1 (configuration not stated),13

# The results go on.
SMILES,EP2 antag
CCN1CC=C2C(C#N)=C(N)C(C#N)(C#N)C(c3cc4c(cc3Cl)OCO4)C2C1 (configuration not stated),11
CC(C)(C)C1=NN(CC(=O)NCc2ccncc2)C(=O)c2cc3ccccc3n2C1,4
Cc1ccsc1CN(Cc1cn[nH]c1-c1ccc(Cl)cc1)CC(C)O (configuration not stated),14
Cc1c(Cl)cccc1NC(=O)CSc1nc(C2CC2)nc2ccccc12,8

# No new results follow: entries from further up.
SMILES,EP2 antag
CCOc1ccc(OCC)c(NC(=O)CSc2nc3ccc(OC)cc3cc2C#N)c1,14
CCOC(=O)C1=C(C)N(CCCC(=O)O)C(=O)NC1c1ccccc1OC(=O)c1cccs1 (configuration not stated),-2
Cc1cccc(CC(=O)N2CCc3c(nc(N4CCCC4)[nH]c3=O)C2)c1,5
CCN(CC)C(=O)N(Cc1ccc(OC)cc1)Cc1cc2ccc(C)cc2n2nnnc12,4
Cc1sc2ncn(C(C)C(=O)O)c(=O)c2c1-c1ccc(Cl)cc1 (configuration not stated),24
Cn1c(C[C@@H](O)c2nc3ccccc3n2C)nc2ccccc21,10
O=C(COc1ccc(S(=O)(=O)N2CCCC2)cc1)N1CCCC1,7
O=C(Nc1ccccc1N1CCCCC1)c1cccnc1,12
C=CCNC(=O)c1c(NC(C)=O)sc2c1CCCC2,13
COCCn1nnnc1C(c1ccc(Cl)cc1)N1CCN2CCCC2C1 (configuration not stated),6
COc1ccc(NC(=O)CSc2nc(-c3ccccc3)cc(C(F)(F)F)n2)cc1OC,9
COCCSc1nnc(NC(=O)c2ccc(C)c(C)c2)s1,8
CCc1nc(SCC(=O)Nc2nnc(C)s2)c2c(C)c(C)sc2n1,22
CC[C@H](Cn1nc(-c2ccoc2C)oc1=O)NC(=O)C1CCCCC1,6
COc1cccc(C(=O)Nc2ccc(N3CCN(C(=O)C(C)C)CC3)cc2)c1,5
COc1ccc(-c2csc(NC(CO)c3nc4ccccc4n3CCCO)n2)cc1 (configuration not stated),6
O=c1oc2ccccc2n1CCOc1ccc2ccccc2c1,3
CCOC(=O)Cn1nnnc1CN(Cc1ccccc1)Cc1cc2cc(C)ccc2[nH]c1=O,4
COC(=O)C1=C(C)NC2=C(C(=O)CC(c3ccc(OC)c(OC)c3)C2)C1c1ccc(O)cc1 (configuration not stated),10
CCOC(=O)C1=C(C)N(CCOC)C(=O)/C1=C\c1ccccc1OCC,14
Cc1nn(CCC(=O)N2CCCc3c(Cl)cc(Cl)c(O)c32)c(C)c1C,7

# Copied from the list.
# EP2 antag with CCCn1c(=N)c(C#N)cc2c(=O)n3cc(C)ccc3nc21 : 10
# EP2 antag with COc1ccc(C(=O)N2CCC(C(=O)N3CCN(c4ccc(OC)cc4)CC3)CC2)cc1 : 15
